Source: PubChem (National Center for Advancing Translational Sciences (NCATS))
HP1b binding inh: inhibitors of HP1-beta chromodomain binding to methylated histone tails | AlphaScreen HP1-beta / biotin-H3K9me3 peptide binding | Potency, µM (highest dose often 114 µM), for inactives: at the highest dose activity change, negative = inhibition, usual class: inhibitors | 390,000 compounds, 0.56% hits; note: potency is the fitted concentration of half-maximal effect; nearly all actives have a fitted effect of over 70% in size; inactives centre near 23
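Compound inhibition of the preformed complex between 50 nM HP1-beta and 50 nM biotinylated H3K9me3 peptide was read by AlphaScreen. Buffer was PBS pH 7.4 with 0.01% Tween-20. Incubations ran 30 min at room temperature, with 10 ug/mL donor/acceptor beads.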
ALOX12 inh: inhibitors of human 12S-lipoxygenase ALOX12; P18054; purified 12hLO, xylenol orange hydroperoxide absorbance; Potency, µM (top dose mostly 108 µM), without a hit: at the highest dose activity change, negative = inhibition, hits mostly inhibitors; 580,000 compounds, 1.1% hits; AID 1671190; note: potency is the fitted concentration of half-maximal effect; % is set by controls: 0 for no effect and ±100 for the full control effect
Target sequence (P18054 whole entry, looked up): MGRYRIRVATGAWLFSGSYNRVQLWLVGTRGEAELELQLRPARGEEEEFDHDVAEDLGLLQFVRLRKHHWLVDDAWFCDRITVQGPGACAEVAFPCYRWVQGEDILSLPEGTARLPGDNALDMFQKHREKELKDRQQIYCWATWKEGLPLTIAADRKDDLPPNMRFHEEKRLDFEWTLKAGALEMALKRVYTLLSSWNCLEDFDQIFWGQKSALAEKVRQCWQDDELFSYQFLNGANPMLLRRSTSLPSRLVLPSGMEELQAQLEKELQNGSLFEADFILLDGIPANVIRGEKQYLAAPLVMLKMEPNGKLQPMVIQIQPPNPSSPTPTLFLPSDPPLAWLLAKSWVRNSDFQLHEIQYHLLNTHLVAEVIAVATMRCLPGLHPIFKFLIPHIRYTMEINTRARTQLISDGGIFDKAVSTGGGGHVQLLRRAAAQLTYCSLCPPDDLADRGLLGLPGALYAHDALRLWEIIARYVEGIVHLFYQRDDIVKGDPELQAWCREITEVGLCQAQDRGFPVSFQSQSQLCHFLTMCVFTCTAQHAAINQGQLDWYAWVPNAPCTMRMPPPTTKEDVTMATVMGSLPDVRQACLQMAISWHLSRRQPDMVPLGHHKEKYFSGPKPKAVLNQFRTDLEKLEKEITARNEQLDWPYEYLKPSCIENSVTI
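Purified human 12hLO at 150 nM in 25 mM Hepes, 0.01% Triton X-100, pH 7.0, preincubated 15 min at room temperature with compound. Reaction started with 40 uM arachidonic acid, 30 min at room temperature. Hydroperoxide measured by Fe-xylenol orange, 573/405 nm absorbance ratio.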
PI4K2A inh: blocks human PI4K2A kinase activity; AID 1346378; 420,000 compounds, 0.13% hits; purified PI4K2A, ADP-Glo luminescence, 1 h; hits give low values; activity change, negative = inhibition, % at 76.9 µM; Q9BTU6; in the data active = activity change below about -50%; inconclusive = mostly about -30% to -49%;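 note: -100% = wells without enzyme as full effect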
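ADP-Glo luminescence measured ADP generated by PI4K2A enzyme (4 ug/mL before mixing) with 1.2 mM PI substrate (pre-mix) and 300 microM ATP (pre-mix). Tris pH7.5 buffer with MgCl2, Triton X-100; 1 h reaction at ambient temperature.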
GLS inh: blocks human kidney-isoform glutaminase activity; 410,000 compounds, 0.21% hits; Potency, µM (top dose mostly 45.5 µM), inactives show top-dose activity change, negative = inhibition, usual class: inhibitors; GLS enzymatic activity, qHTS titration; AID 624170; note: potency is the fitted concentration of half-maximal effect; % is set by controls: 0 for no effect and ±100 for the full control effect
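Enzyme dispensed in phosphate buffer (45 mM, pH 8.2, 0.02% Tween-20), compounds pinned in, then 1 mM L-glutamine solution and the glutamate oxidase–HRP–Amplex Red mix added; fluorescence read immediately and again after 30 min at room temperature.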
JMJD2A Tudor inh: inhibitors of human JMJD2A Tudor domain; O75164; AlphaScreen JMJD2A-Tudor / H3K4me3 peptide binding; Potency, µM (doses to about 114 µM), without a hit: at the top dose activity change, negative = inhibition, actives largely listed as inhibitors; 390,000 compounds, 4.4% hits; AID 504339; note: potency is the fitted concentration of half-maximal effect; % is set by controls: 0 for no effect and ±100 for the full control effect; nearly all actives have a fitted effect of over 50% in size
BAZ2B inh: inhibitors of human BAZ2B bromodomain; Q9UIF8; AlphaScreen BAZ2B-H3K14Ac peptide displacement; Potency, µM (titrated, usually from 114 µM), for the others: top-dose activity change, negative = inhibition, actives largely listed as inhibitors; 360,000 compounds, 4.4% hits; AID 504333; note: potency is the fitted concentration of half-maximal effect; % is set by controls: 0 for no effect and ±100 for the full control effect; nearly all actives have a fitted effect of over 60% in size
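AlphaScreen displacement: compounds (up to 110uM) incubated 30 min at room temperature with a preformed 50 nM BAZ2B/50 nM biotinylated H3K14Ac peptide complex in PBS pH 7.4 with Tween-20. Donor and acceptor beads at 10 ug/mL final added, 20 min light-protected before reading.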
ERG Ets-DNA blk: blocks human ERG Ets domain binding to DNA; P11308; fluorescence polarization, His-ERG Ets domain / labelled DNA; Potency, µM (doses to about 76.9 µM), for the others: at the top dose FP activity, negative = inhibition, hits mostly inhibitors; 370,000 compounds, 0.028% hits; AID 624246; active = well fitted inhibition curve with a large enough effect in the polarisation, with a control signal flat; inconclusive = small, poorly fitted or top-dose-only effect, or effect the other way, or a change in a side signal; inactive = no such curve, though single readings can be large or run the other way; the % refers to the polarisation;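 note: polarization taken with two DNA probes labelled with fluorescein and Texas red; potency is the fitted concentration of half-maximal effect; % of control where 0% means no effect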
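His-tagged ERG Ets domain (1 uM in the protein solution; 300mM KCl, 50mM Tris-HCl, 1mM EDTA, 1mM DTT, pH 7.5) received compound, then a probe mix of 5 nM fluorescein-DNA and 100nM Texas-615-DNA. Fluorescence polarization was read for both dyes.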
G9a block: blocks human histone lysine methyltransferase G9a | G9a H3K9 monomethylation, AlphaScreen, 2 h | Potency, µM (top dose mostly 102 µM), for the others: at the top dose activity, negative = inhibition, actives largely listed as inhibitors | 350,000 compounds, 8.8% hits; note: potency is the fitted concentration of half-maximal effect; % is set by controls: 0 for no effect and ±100 for the full control effect; nearly all actives have a fitted effect of over 75% in size
Target sequence (Q96KQ7 913-1193 limits assumed): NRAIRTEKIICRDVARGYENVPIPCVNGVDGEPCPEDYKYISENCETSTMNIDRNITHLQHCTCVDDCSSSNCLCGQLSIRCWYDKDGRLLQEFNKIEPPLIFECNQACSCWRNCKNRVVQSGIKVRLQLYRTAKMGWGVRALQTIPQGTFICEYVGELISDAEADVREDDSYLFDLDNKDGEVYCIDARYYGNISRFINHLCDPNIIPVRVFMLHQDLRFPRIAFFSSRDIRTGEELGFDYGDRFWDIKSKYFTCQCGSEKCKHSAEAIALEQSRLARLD
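Quantitative HTS format: methyltransferase activity on a biotin-tagged H3K9 peptide is measured by AlphaScreen, using a rabbit anti-monomethyl-H3K9 antibody with streptavidin donor and anti-IgG acceptor beads. Final levels are 20 nM enzyme, 500 nM peptide, 20 uM SAM; 2 h RT.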
RGS4 inhibitor: human RGS4 inhibition; P49798; Transcreener GDP fluorescence polarization, RGS4-accelerated GTP hydrolysis; Potency, µM (highest dose often 114 µM), for the others: at the top dose activity change, negative = inhibition, hits mostly inhibitors; 390,000 compounds, 0.039% hits; AID 504845; note: potency is the fitted concentration of half-maximal effect; % is set by controls: 0 for no effect and ±100 for the full control effect; nearly all actives have a fitted effect of over 75% in size; some results filed as inactive show a strong effect at the top dose
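MLSMR compounds (23 nl, pin-transferred) preincubated 10 min at room temperature with a 500nM (2x) first reagent, then RGS4 at 900nM (2x) plus Transcreener GDP mix added; fluorescence polarization (620/688 nm) read before and after 90 min at 30 °C.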
The depositor's hits bear a star; ? = inconclusive; . = no result given; & = joins results of further samples; [ ] = another dose, or the depositor's remark. Unless noted, calls come from the whole dose curve; as a rule, active = well fitted curve in the direction sought with a large enough effect; inconclusive = small, poorly fitted or top-dose-only effect, or another doubt; inactive = no such curve, though single readings can be large; an effect the other way counts as inactive or inconclusive. The list is partial, so the mix of outcomes need not match the whole.

1) COC(=O)c1c(NC(NC(=O)CC(C)C)C(Cl)(Cl)Cl)sc2c1CCC2 (stereo not drawn)
2) O=C(Nc1ccccc1C(=O)NCc1cccnc1)c1ccc(Cl)cc1Cl
3) O=C(c1ccc2ncsc2c1)N1CCN(c2ccc(O)cc2)CC1
4) CCN(CC)S(=O)(=O)c1cc(NC(=O)C(C)Nc2ccccc2N2CCOCC2)ccc1C (stereo not drawn)
5) C/C(=N\NC(=O)c1ccc(Br)cc1)c1cccc(NC(=O)c2cccnc2)c1
6) Cc1ccc(S(=O)(=O)N2CCC(N3CCN(Cc4ccccc4)C(=O)C3=O)CC2)cc1C

assay / compound	1	2	3	4	5	6
HP1b binding inh	-14%	29%	-25%	-1%	36%	17%
ALOX12 inh	-14%	-25%	?	-10%	-4%	-22%
PI4K2A inh	1	-10	-1	-1	10	-2
GLS inh	3%	1%	-24%	24%	13%	9%
JMJD2A Tudor inh	-18%	-19%	-27%	?	-13%	-22%
BAZ2B inh	-4%	8%	-8%	.	-19%	-2%
ERG Ets-DNA blk	-8%	17%	1%	-7%	4%	-1%
G9a block	8%[59 µM]	7%[59 µM]	.	?	10%	7%[59 µM]
RGS4 inhibitor	-43%	-29%	-21%	12%	17%	-6%

7) O=C(COC(=O)C1COc2ccccc2O1)NC(=O)NC1CCCC1 (stereo not drawn)
8) COc1ccc(N2CCN(C(=O)c3cn(Cc4ccccc4)nc3-c3cccnc3)CC2)cc1
9) CS(=O)(=O)N(CC(=O)N1CCN(Cc2ccccc2)CC1)c1cccc(F)c1
10) CC(=O)Nc1ccc(C(=O)N2CCCc3ccccc32)cc1
11) O=C(CCCn1c(=O)[nH]c2cc(Cl)ccc2c1=O)NCC1CCCO1 (stereo not drawn)
12) COc1cc(NC(=O)c2ccc(Br)o2)ccc1NC(=O)C(C)C

assay / compound	7	8	9	10	11	12
HP1b binding inh	28%	4%	46%[activator]	17%	8%	33%
ALOX12 inh	?	-1%	?	-2%	12%	0%
PI4K2A inh	-7	1	-11	3	5	-6
GLS inh	1%	23%	-6%	4%	2%	-12%
JMJD2A Tudor inh	-17%	-31%	-12%	4%	-8%	-10%
BAZ2B inh	-2%	-36%	-4%	-22%	5%	-24%
ERG Ets-DNA blk	-4%	0%	9%	-2%	1%	7%
G9a block	-11%[12.7 µM]	8.9µM*	.	67%[activator]	21%[59 µM]	-6%[59 µM]
RGS4 inhibitor	-5%	-3%	5%	18%	29%	-47%

13) CC(C)C[C@H](NC(=O)N1CCn2c1nc1ccccc12)C(=O)N[C@@H](C(=O)O)c1ccccc1
14) O=C(CC1NCCNC1=O)Nc1ccc(Cl)c(Cl)c1 (stereo not drawn)
15) CC1Cn2c(nnc2-c2cccc(N)c2)S1 (stereo not drawn)
16) COc1ccc(-c2ccc(N)[n+](CCCC(=O)O)n2)cc1
17) CO/C=C/C#CC1(O)CCN(C)CC1
18) Cc1ccc(-c2nc(-c3cccs3)c(-c3cccs3)[nH]2)cc1

assay / compound	13	14	15	16	17	18
HP1b binding inh	48%[activator]	30%	31%	38%	33%	31%
ALOX12 inh	10%	7%	4%[57.4 µM]	1%	0%	-23%
PI4K2A inh	5	-7	3	3&0	3	-1
GLS inh	-6%	0%	-1%	1%	9%	1%
JMJD2A Tudor inh	-6%	5%	-6%	-9%	-3%	6%
BAZ2B inh	-7%	1%	4%	.	-11%	-13%
ERG Ets-DNA blk	-3%	-1%	-7%	-14%	-1%	1%
G9a block	41%[activator]	18%	12%	5%[59 µM]	-1%[59 µM]	-11%[59 µM]
RGS4 inhibitor	-9%	5%	11%	-12%[56.9 µM]	22%	-5%

19) CCOC(=O)c1ccccc1NC(=O)CN(c1cccc(OC)c1)S(C)(=O)=O
20) COC(=O)c1c(NC(=O)c2ccco2)sc(C(=O)Nc2ccc(F)cc2)c1C
21) COc1ccccc1NC(=O)Nc1nnc(Cc2ccc(F)cc2)s1
22) COc1ccc(CN2CCN(Cc3cn(C)nc3-c3ccccc3)CC2CCO)c(C)c1C (stereo not drawn)
23) O=S(=O)(NCCc1ccccc1)c1ccc(N2CCCCS2(=O)=O)cc1
24) CC(C)NC(=O)c1cc2nc(-c3ccco3)cc(C(F)(F)F)n2n1

assay / compound	19	20	21	22	23	24
HP1b binding inh	26%	28%	26%	7%	-6%	19%
ALOX12 inh	7%	8%[57.4 µM]	14%	5%	-39%	14%
PI4K2A inh	4	0	0	-4	0	2
GLS inh	0%	-6%	-1%	-7%	-13%	0%
JMJD2A Tudor inh	-8%	-3%	-2%	-18%	-12%	-5%
BAZ2B inh	0%	5%	5%	5%	-2%	8%
ERG Ets-DNA blk	-4%	.	6%	3%	3%	.
G9a block	-11%[59 µM]	10%[59 µM]	-3%	11%	-2%[59 µM]	-17%[59 µM]
RGS4 inhibitor	-3%	22%	-7%	-10%	12%	9%

25) N=C(N)SCc1ccc(Cl)c2ccccc12
26) CCc1ccc(S(=O)(=O)c2cn(CC(=O)Nc3cccc(C)c3)c3ccc(Cl)cc3c2=O)cc1
27) O=C(NC(Cc1cccc(F)c1)C(=O)O)C1CCCCC1 (stereo not drawn)
28) COc1ccc(CN(C)C(=O)c2cccc(Oc3ccccc3)c2)c(OC)c1OC
29) COc1cc(C=O)ccc1OS(=O)(=O)c1ccc(NC(C)=O)cc1
30) COc1ccc(-c2nnc(SCC(=O)NC(=O)Cc3ccccc3)n2C)cc1

assay / compound	25	26	27	28	29	30
HP1b binding inh	12%	36%	34%	53%[activator]	29%	35%
ALOX12 inh	?	0%	-13%	-23%	-9%	-25%
PI4K2A inh	1	15	-5	2	7	-3
GLS inh	2%	-4%	0%	-3%	9%	-11%
JMJD2A Tudor inh	-28%	-4%	-19%	11%	-1%	5%
BAZ2B inh	.	-10%	4%	14%	4%	6%
ERG Ets-DNA blk	2%	-3%	-1%	-40%	-5%	-4%
G9a block	.	2%[59 µM]	-17%[0.501 µM]	40%[activator]	17%[59 µM]	?
RGS4 inhibitor	-23%	10%	10%	1%	-17%	-12%

Sorted by value in JMJD2A Tudor inh (low to high): some entries from above
no.	SMILES	JMJD2A Tudor inh
1	COC(=O)c1c(NC(NC(=O)CC(C)C)C(Cl)(Cl)Cl)sc2c1CCC2 (stereo not drawn)	-18%
7	O=C(COC(=O)C1COc2ccccc2O1)NC(=O)NC1CCCC1 (stereo not drawn)	-17%
17	CO/C=C/C#CC1(O)CCN(C)CC1	-3%

The listing continues.
31) CSCCC(NC(=O)COc1ccccc1)C(=O)N(C)Cc1ccc(SC)cc1 (stereo not drawn)
32) COc1ccccc1-c1nnc(C2CCN(C(=O)c3ccccc3C)CC2)o1
33) CCN(CC)CCNC(=O)c1ccc2c(=O)n3nc(Nc4ccccc4)sc3nc2c1
34) CC(C)NC(=O)c1ccccc1NC(=O)C1CCCO1 (stereo not drawn)
35) Cc1nn2cc(-c3ccccc3)nc2[nH]c1=O
36) CCN1C(=O)[C@H]2[C@@H](c3ccc(-c4cccc(Cl)c4)c(OC)c3)N[C@@](C)(C(=O)OC)[C@H]2C1=O

assay / compound	31	32	33	34	35	36
HP1b binding inh	0%	49%[activator]	-5%	39%[activator]	17%	31%
ALOX12 inh	1%	1%	?	0%	?	-10%
PI4K2A inh	2	3	-7	1	-9	-2
GLS inh	-7%	5%	-10%	-2%	-4%	2%
JMJD2A Tudor inh	?	-4%	-25%	-2%	9%	-26%
BAZ2B inh	-36%	-12%	-11%	4%	1%	?
ERG Ets-DNA blk	-4%	0%	-2%	-18%	-2%	-7%
G9a block	4%[12.7 µM]	-1%[59 µM]	1%[59 µM]	11%	-36%	-31%[2.33 µM]
RGS4 inhibitor	13%	3%	22%	2%	-20%	-5%

37) COc1cc(/C=C\C(=O)NCc2ccc3c(c2)cc(C)n3C)cc(OC)c1OC
38) O=C(COC(=O)c1ccccc1)Nc1ccc2[nH]c(=O)[nH]c2c1
39) O=C(NCC1CCCO1)c1cnn2c1NC(c1ccccc1)CC2C(F)(F)F (stereo not drawn)
40) CCOc1ccc(-c2nc(SCC(=O)c3ccccc3)n[nH]2)cc1
41) O=c1nc(Nc2ccc(OCc3ccccc3)cc2)sc2ncccc12

assay / compound	37	38	39	40	41
HP1b binding inh	-21%	-11%	13%	20%	22%
ALOX12 inh	17%	-14%	5%	?	0%
PI4K2A inh	-11	-2	-8	-3	0
GLS inh	2%	5%	8%	1%	-10%
JMJD2A Tudor inh	?	-21%	1%	25µM*	-16%
BAZ2B inh	?	6%	-14%	-15%	-12%
ERG Ets-DNA blk	?	-2%	-4%	3%	5%
G9a block	-17%	-44%	-25%[12.7 µM]	14µM*	50µM*
RGS4 inhibitor	1%	-14%	-8%	-34%	16%
